GASC-1 inh: inhibitors of GASC-1 histone demethylase, primary screen, biochemical, fluorescence, DELFIA europium; 0.069% of 330,000 active; inhibition, % at 2.35 µM; GST-JMJD2C(1-420) H3K9me3 demethylation;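 active means more than half of a compound's replicate wells show inhibition beyond 50%, single wells judged on their own value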;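 further: signal counts dimethyl H3K9 product captured on neutravidin plate; 0% = median of DMSO wells and 100% = 0.3 times that DMSO median; strong numbers were not always called active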
Target sequence (Q9H3R0 1-420 limits assumed): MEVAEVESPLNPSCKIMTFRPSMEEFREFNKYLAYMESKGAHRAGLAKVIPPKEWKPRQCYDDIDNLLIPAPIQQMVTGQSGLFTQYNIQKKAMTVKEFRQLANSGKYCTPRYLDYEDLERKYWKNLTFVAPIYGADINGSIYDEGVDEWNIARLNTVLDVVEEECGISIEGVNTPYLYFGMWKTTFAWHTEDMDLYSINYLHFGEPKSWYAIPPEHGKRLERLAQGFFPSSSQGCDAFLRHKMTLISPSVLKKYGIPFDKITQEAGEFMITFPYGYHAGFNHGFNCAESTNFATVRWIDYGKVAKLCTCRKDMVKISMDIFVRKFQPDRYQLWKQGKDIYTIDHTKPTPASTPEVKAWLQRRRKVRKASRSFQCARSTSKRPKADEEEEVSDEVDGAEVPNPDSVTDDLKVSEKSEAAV
TPT1 inhibitor: Candida albicans TPT1 enzyme inhibitors, primary screen, biochemical, fluorescence polarization | tRNA 2'-phosphotransferase TPT1 (Candida albicans SC5314) | recombinant caTPT1, FP RNA substrate dephosphorylation | inhibition, % at 5 µM | 0.81% of 300,000 active | AID 1962, 2009;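 active means inhibition above the mean of all tested compounds plus 3 SD, set per screening campaign, cut at about 24% in these data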;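 further: plate controls were DMSO alone for no effect and ferristatin control at 100 nM for full effect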
PP5 primary: PP5 phosphatase inhibitors, primary screen, biochemical, fluorescence | Serine/threonine-protein phosphatase 5 (Homo sapiens), P53041 | inhibition, % at 6.7 µM | AID 1987, 2009 | 0.18% of 320,000 active | purified PP5c, OMFP substrate fluorescence;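 active means inhibition above the campaign's mean inhibition across all tested compounds plus 3 SD, cut at about 9.5% in these data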;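 further: 0% = DMSO only and 100% = 100 µM cantharidin control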
PREPL inhibitor: PREPL enzyme inhibitors, primary screen, biochemical, fluorescence polarization | 0.68% of 320,000 active | inhibition, % at 5.96 µM | recombinant PREPL, fluorescence polarization activity-based probe | Prolyl endopeptidase-like (Homo sapiens), Q4J6C6; in the data active means inhibition above about 43%;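 further: 0% = enzyme with DMSO and 100% = wells lacking enzyme; many of its hits are not listed in these tables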
core dimer inh: inhibitors of HCV core protein dimerization, primary screen, biochemical, TR-FRET, high-throughput; TR-FRET GST/Flag-core106 dimerization, 1536-well; inhibition, % at 5 µM; 0.33% of 300,000 active; AID 1899, 2009;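 active means inhibition above the mean of all tested compounds plus 3 SD, set per screening campaign, cut at about 45% in these data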
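Assay system: tagged HCV core106 pair (GST and Flag); medium: KF-containing HEPES buffer, pH 7.45, DTT, CHAPS, BSA; also added: Eu donor and XL665 acceptor anti-tag antibodies; dosing: 5 µM single dose; timing: compound-protein-antibody incubation 4 h at 22.5 °C; signal: TR-FRET 671 and 617 nm emission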
PP1 counter: PP1-alpha phosphatase inhibitors, primary screen, counter-screen for PP5 inhibitor project, biochemical, fluorescence, OMFP substrate, single point; 0.9% of 320,000 active; Serine/threonine-protein phosphatase PP1-alpha catalytic subunit (Homo sapiens), P62136; purified PP1alpha; inhibition, % at 6.7 µM;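 active means inhibition above the mean inhibition of all tested compounds plus 3 SD, computed separately for each screening campaign, cut at about 15% in these data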
Target sequence (P62136 whole entry, looked up): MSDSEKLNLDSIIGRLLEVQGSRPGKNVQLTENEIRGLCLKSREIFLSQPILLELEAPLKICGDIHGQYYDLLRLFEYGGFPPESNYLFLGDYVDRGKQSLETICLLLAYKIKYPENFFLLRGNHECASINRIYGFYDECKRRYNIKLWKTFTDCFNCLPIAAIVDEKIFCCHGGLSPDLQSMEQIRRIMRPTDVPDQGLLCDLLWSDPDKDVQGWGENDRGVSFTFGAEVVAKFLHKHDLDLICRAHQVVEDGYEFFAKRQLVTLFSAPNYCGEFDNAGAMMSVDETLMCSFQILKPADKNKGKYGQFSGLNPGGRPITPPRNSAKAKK
LYPLA2 counter: LYPLA2 inhibitors, primary screen, counter-screen for PME1 inhibitor project, biochemical, fluorescence polarization, FP-Rh probe ABPP; Acyl-protein thioesterase 2 (Homo sapiens), O95372; recombinant LYPLA2; inhibition, % at 5.9 µM; 0.38% of 320,000 active; AID 2177, 2009;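 active means inhibition above the screen-wide mean plus 3 SD, limit set per campaign, cut at about 26% in these data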;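 further: 0% = LYPLA2 with DMSO and 100% = wells lacking LYPLA2 enzyme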
Target sequence (O95372 whole entry, looked up): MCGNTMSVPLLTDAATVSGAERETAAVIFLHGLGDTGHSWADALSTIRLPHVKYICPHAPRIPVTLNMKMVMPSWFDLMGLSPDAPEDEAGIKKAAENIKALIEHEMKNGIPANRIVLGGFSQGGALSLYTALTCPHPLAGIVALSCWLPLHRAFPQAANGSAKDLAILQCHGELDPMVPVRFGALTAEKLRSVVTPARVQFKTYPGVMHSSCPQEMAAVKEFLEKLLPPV
CTSL1 counter: Fasciola hepatica cathepsin L1 inhibitors, primary screen, counter-screen for PFM18AAP inhibitor project, biochemical, QFRET, fluorogenic peptide substrate; recombinant F. hepatica cathepsin L1, Z-Leu-Arg-MCA fluorescence; inhibition, % at 5.96 µM; 0.49% of 300,000 active; AID 1906, 2009;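 active means inhibition above the mean of all tested compounds plus 3 SD, set per screening campaign, cut at about 17% in these data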;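 further: 0% = plate median of test compound wells and 100% = 1 µM Z-Phe-Ala-diazomethylketone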
Efflux pump inh: inhibitors of Candida efflux pumps in yeast, primary screen, S. cerevisiae, Nile Red, multiplex. S. cerevisiae Candida pump triplex. inhibition, % at 10 µM. 0.44% of 330,000 active. AID 485275, 2010;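 active means plate passing quality check with inhibition over a set limit, or well fluorescence over plate mean plus 4 SD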;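 further: Nile Red retained in pooled yeast measured as flow cytometry median fluorescence; 0% = buffer negative control and 100% = Enniatin B positive control; higher means more Nile Red kept so more efflux inhibition; some compounds called inactive have numbers as strong as hits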
The depositor's hits bear a star; i = inactive; nt = no result given; & = joins results of further samples. These rows are one share of the data; count on the stated rates, not on these rows.

Each structure is followed by: GASC-1 inh, TPT1 inhibitor, PP5 primary, PREPL inhibitor, core dimer inh, PP1 counter, LYPLA2 counter, CTSL1 counter, Efflux pump inh
CCc1ccccc1N(CC(=O)NC(C)C)C(=O)CCC(=O)Nc1nccs1
    i, 2.2, 0.0, 2.3, 4.4, -0.7, -3.9, -0.5, -0.1
CCOc1cc(NC(=S)NCc2ccco2)c(OCC)cc1NC(=O)CC
    6.2, 1.4, -0.8, 0.9, -6.4, -1.3, 9.8, 2.4, -0.4
CN(C)S(=O)(=O)c1cccc(COC(=O)c2cc([N+](=O)[O-])ccc2N2CCOCC2)c1
    -5.2, -5.1, -2.0, 6.1, -4.2, -6.9, 0.8, 0.2, -0.1
CCOc1ccc(N2C(=O)CC(/C=C3/N(C)c4ccccc4C3(C)C)C2=O)cc1 (stereo not given)
    6.5, 24.8*, -1.3, 6.6, 28.7, 3.1, 4.0, -0.1, -0.7
Cc1ccc(OCC(=O)Nc2cnn(CCCC(=O)O)c2)c([N+](=O)[O-])c1
    -2.2, -2.5, 1.2, 0.6, 0.9, 0.0, 0.8, -4.5, 3.9*
C=CCn1c(SCC(=O)Nc2ccccc2OC)nc(O)c(CC)c1=O
    -1.4, -1.8, 2.2, 6.6, -2.1, 0.1, 4.3, -2.8, -0.4
CCn1c(=N)n(CC(O)c2ccco2)c2ccccc21 (stereo not given)
    8.7, 0.5, 0.9, 10.4, 1.0, 0.1, -7.1, -0.6, 0.0
CC(C)CC(=O)N/C(N)=N/c1nc2ccccc2s1
    0.5, -1.9, 3.9, 5.2, 2.4, -0.2, 0.5, 8.9, -0.1
Cc1ccc(C(=O)N/N=C/C=C/c2ccccc2)o1
    -9.3, -2.6, -1.2, 10.9, -0.7, 4.1, 1.9, 6.8, -0.2
COc1ccc(OC)c(S(=O)(=O)CC(O)CS(=O)(=O)c2ccccc2)c1 (stereo not given)
    2.0, 2.0, 1.3, -2.1, -1.3, -2.1, -1.4, 2.7, 0.0
COc1ccc(N2CCN(c3cc(C)nc4ccc(OC)cc34)CC2)cc1
    -4.7, 2.8, 2.3, 43.3*, -11.9, -1.5, 6.2, -1.4, -0.1
COc1cc(/C=N/N2CCN(C3c4ccccc4-c4ccccc43)CC2)cc(OC)c1O
    0.1, -0.5, 4.1, 1.2, 4.8, -0.7, 6.8, 4.1, 0.0
O=C(c1ccco1)N1CCC(N2CCN(c3ccccc3)CC2)CC1
    4.7, -1.1, 0.2, 3.2, -1.6, -2.4, 3.2, -2.5, 0.1
CCOC(=O)c1sc(NC(=O)CCN2CCCCCC2)c(C(=O)OCC)c1C
    -8.8, 3.5, 2.0, 0.9, 7.5, 2.3, 2.5, 3.7, 0.1
COc1cc(C(=O)Nc2nnc(CC(=O)NCc3ccccc3)s2)cc(OC)c1OC
    -0.9, -2.7, 1.4, 5.2, 8.8, 0.0, -9.4, -4.3, -0.2
COc1cc(C(c2c(C)[nH][nH]c2=O)c2c(C)[nH][nH]c2=O)ccc1OCc1ccc([N+](=O)[O-])cc1
    5.0, -1.9, -0.6, 18.8, 10.8, 2.4, -0.4, 2.6, -0.1
CCOC(=O)N1CCN(c2c(NCCOC)c(=O)c2=O)CC1
    -22.7, -2.3, 0.3, -0.2, -5.7, 0.9, 0.1, 4.2, -0.1
COc1ccc(NC(=O)C23CCC(C)(C(=O)O2)C3(C)C)cc1 (stereo not given)
    2.5, -0.3, 3.7, 16.8, 1.8, -1.9, 5.0, 1.2, -0.1
O=C(COC(=O)c1ccccc1C(=O)c1ccc(Cl)cc1)NCCc1ccccc1
    6.8, -3.4, 5.5, -6.1, -4.7, 5.6, 6.4, -0.3, -0.3
Cc1ccc2c(c1)N(CC(=O)N1CCN(C3CCCCC3)CC1)C(=O)CO2
    1.7, 2.5, -1.0, 5.7, 9.6, 0.1, 1.9, 5.2, 0.0
O=S(=O)(Nc1nc2ccccc2s1)c1ccc(Cl)nc1
    0.5, 0.9, 0.9, 1.2, 2.3, -0.9, 4.1, 0.0, 0.0
CC(=O)Nc1ccc(NC(=O)C(C)OC(=O)CCc2nc3ccccc3s2)cc1 (stereo not given)
    -2.5, 1.9, 0.3, 4.9, -4.6, -6.6, 4.8, -49.5, 0.6
COc1ccc(C(C)=O)cc1COC(=O)c1cc(=O)c2ccccc2o1
    14.1, 1.4, 3.2, 2.8, -4.8, 4.4, 0.9, 14.6, 0.5
COc1cccc(NC(=O)C(NCCC(C)C)c2ccccc2)c1 (stereo not given)
    -26.2, -6.2, 1.7, -3.7, -2.1, 2.7, -4.2, 1.3, 0.0
Cc1ccc(C)n1-c1ccc(C(=O)Nc2ccccc2F)cc1
    -10.7, 23.9, 0.1, 4.1, 8.4, -3.3, -5.7, 4.2, 0.1
COc1ccc(C2CC(=O)C(C=NCCN3CCN(C(=S)Nc4ccccc4)CC3)=C(O)C2)cc1OC (stereo not given)
    -14.7, -5.8, -0.7, 7.9, -0.8, -5.5, 6.5, -2.1, 0.0
Cc1ccc(CNC(=O)C(=O)NCC2OCCN2C(=O)c2ccc3c(c2)OCO3)cc1 (stereo not given)
    10.6, -0.3, -0.5, 14.4, 7.7, 1.6, -0.9, 5.6, -0.1
CC1CCN(S(=O)(=O)c2ccc(NC(=O)[C@@H]3CCCC[C@@H]3C(=O)O)cc2)CC1
    -17.0, -6.6, 0.4, 11.3, -13.8, 1.9, -2.9, -0.1, -0.1
Cc1noc(C)c1CSc1nnc2n(-c3ccccc3)c(=O)c3ccccc3n12
    4.3, -1.0, -2.4, 5.7, 2.6, 5.6, 2.2, 5.5, -0.1
COc1ccccc1C(=O)Nc1ccc(S(=O)(=O)N2CCCCC2c2cccnc2)cc1 (stereo not given)
    0.1, -0.2, 0.5, 9.0, 8.3, -0.3, 5.1, -2.2, 0.1
COc1ccc(C(=O)CSc2nnc(-c3cc4ccccc4cc3O)n2Cc2ccco2)cc1
    -20.1&-6.8, -0.4, -0.8, -50.1, 27.3, 8.6, -64.3, -0.1, -0.1
COc1ccc(N(CC(=O)Nc2ccc(C)c(F)c2)S(=O)(=O)c2c(C)noc2C)cc1
    -37.2, -3.8, 2.2, 16.4, 2.6, -1.0, -7.1, -1.4, -0.1
O=C(CSc1nnnn1C1CCCCC1)Nc1nc2c(s1)CCCC2
    -5.3, -8.6, 5.3, 4.5, 10.9, 0.5, -3.9, -3.1, 0.4
Cc1cc(OC(C)C(=O)NCCCN2CCOCC2)c2c(C)cc(=O)oc2c1 (stereo not given)
    -4.8, 0.0, -0.1, 1.6, -1.6, 7.1, -2.5, 3.0, 0.0
O=C1c2cccc(OCC(=O)N3CCCc4ccccc43)c2CCN1Cc1ccccc1
    0.1, 0.3, 1.4, 1.4, 2.2, 4.2, 1.1, -0.1, 0.0
O=C(/C=C/c1ccccc1[N+](=O)[O-])NCCCn1ccnc1
    11.0, -1.7, 2.5, 9.6, -6.9, 2.3, 0.4, -0.9, 0.2
CCN(CC)CCn1c(=N)n(CC(O)COc2ccccc2)c2ccccc21 (stereo not given)
    15.2, -1.4, 3.5, 27.3, -1.2, 0.0, 7.3, -2.5, 0.1
CC(=O)c1ccc(NC(=O)C2C3C=CC(C3=C(c3ccccc3)c3ccccc3)C2C(=O)O)cc1 (stereo not given)
    -9.6, -2.0, 1.1, 8.7, 8.9, 1.4, 0.0, -1.3, 0.2
COCC(=O)NNC(=S)Nc1cccc(C)c1C
    -11.3, -3.2, -1.6, 0.1, -3.7, -4.5, -9.8, 9.1, -0.1
COc1ccc(-n2nc(C(=O)NCC(=O)N3CCCC3)c3ccccc3c2=O)cc1Cl
    -0.7, -0.5, 1.9, 5.0, -3.7, 0.4, 2.3, 1.8, -0.5
O=C(NCc1ccco1)c1nnc(Cc2ccc(Cl)cc2)o1
    -8.3, -3.0, 4.2, 7.8, -3.9, 1.3, 1.9, 1.4, -0.1
Cc1ccc(CNC(=O)C2(S(=O)(=O)c3ccccc3)CC=CC2)cc1
    -89.4, -0.5, -0.2, -5.1, -3.8, 1.3, -3.2, -1.7, -0.1
CC1CCCCN1S(=O)(=O)c1ccc(NC(=O)c2ccco2)cc1 (stereo not given)
    -0.4, 0.9, 3.8, 8.8, -2.6, -3.6, 3.9, -2.7, 0.1
CCc1nc(SCC(=O)NNC(=O)C2CCCCC2)c2ccccc2n1
    -3.3, -0.9, 0.7, -9.7, 3.8, -0.4, 0.0, 2.1, 0.0
Cc1nc(SCc2nc3ccccc3[nH]2)c2oc3ccccc3c2n1
    29.6, -4.3, 2.8, -17.9, 0.1, 2.1, -4.4, -2.7, 0.0
CC(C)c1ccc2nc(N)sc2c1
    -0.1, 3.1, -1.1, 5.2, -2.4, -4.7, -4.6, -1.4, 0.0
CCCN(CCC)C(=O)c1ccc2c(c1)N(Cc1ccccc1)C(=O)CS2=O (stereo not given)
    -7.4, -1.4, -1.7, 4.4, 0.0, -2.4, -2.5, 1.3, -0.2
CC(=O)c1cc(-c2ccccc2)n(CC(=O)Nc2cc(C)cc(C)c2)c1C
    -32.6, 2.1, 1.9, -0.2, 4.2, 6.7, -0.5, 2.4, 0.5
O=C(c1ccc(Cl)cc1)N1CCN(c2ccc([N+](=O)[O-])c(NCc3cccnc3)c2)CC1
    1.8, -1.6, 1.6, 23.5, 1.8, 2.0, 5.2, 4.7, -0.1
CCOC(=O)c1c(N)sc2c1CCSC2
    -1.9, 5.7, -1.4, 21.9, 54.5*, 8.5, 7.0, -1.7, 0.1
CC(=O)C1=C(C)NC(SCC(=O)Nc2nc3ccccc3s2)=C(C#N)C1c1ccc(Cl)cc1 (stereo not given)
    -1.4, 1.1, 2.6, 1.6, 12.5, 5.8, -46.7, 1.2, 0.1
COc1ccc(-c2nnc3n2CCCCC3)cc1OC
    -14.9, 3.0, -1.2, 0.3, -3.6, 0.3, 3.2, 1.4, -0.1
S=C(NCCSCc1ccc(Cl)cc1Cl)Nc1ccccc1
    0.0, 0.8, 2.4, -1.7, -2.1, 2.4, -40.0, -0.7, 0.1
CC(NC(=O)OC(C)(C)C)C(=O)Oc1ccc2ccc(=O)oc2c1 (stereo not given)
    nt, -4.5, -2.7, 4.8, 0.7, -4.0, -1.1, 2.3, -0.2
O=C(NCc1ccccc1)N1CCN(c2ccc(Cl)c(Cl)c2)CC1
    -3.5, 6.2, -0.6, 3.1, 3.4, 1.1, 3.6, 4.7, 0.1
O=S1(=O)CC/C(=N/Nc2ccccn2)c2cc(F)ccc21
    -12.8, -1.2, 1.1, 13.0, 3.4, -6.7, 1.4, -9.4, 0.3

Reprinted at random: two entries already listed.
Each structure is followed by: GASC-1 inh, TPT1 inhibitor, PP5 primary, PREPL inhibitor, core dimer inh, PP1 counter, LYPLA2 counter, CTSL1 counter, Efflux pump inh
Cc1nc(SCc2nc3ccccc3[nH]2)c2oc3ccccc3c2n1
    29.6, -4.3, 2.8, -17.9, 0.1, 2.1, -4.4, -2.7, 0.0
S=C(NCCSCc1ccc(Cl)cc1Cl)Nc1ccccc1
    0.0, 0.8, 2.4, -1.7, -2.1, 2.4, -40.0, -0.7, 0.1

From PubChem
